rCAG binder: binds r(CAG) RNA repeats. r(CAG) RNA repeat, TO-PRO-1 dye displacement fluorescence. inhibition, % at 3 µM. 1.3% of 370,000 active. AID 651821;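 active means inhibition above the plate cutoff, the mean of all test compounds on that plate plus 3 SD, cut at about 35% in these data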;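 further: 0% = DMSO alone and 100% = 100 µM mitoxantrone as full dye displacement; higher means more dye released from RNA so lower well fluorescence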
NPR2 activator: GC-B (human) receptor activation | 0.11% of 370,000 active | activation, % at 10 µM | AID 1920062 | P20594 | HEK293-GC-B cells, CNP EC30, cGMP TR-FRET; 0% at EC30 CNP, 100% saturating CNP;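 active means activation at 10 µM reaching about 35% in either raw or pattern-adjusted values, limit read from the data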
SIAE inh: human SIAE inhibition, primary screen; Q9HAT2; SIAE FP-Rh probe binding, fluorescence polarization; inhibition, % at 9.66 µM; 0.69% of 370,000 active;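 active means inhibition above a cutoff: mean of compounds within the control limits plus 3 SD of those, cut at about 17% in these data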;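 further: 0% = plate median of compound wells and 100% = probe without SIAE protein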
TCR CD3 inh: blocks the human TCR-CD3 interaction; TAMRA-labeled TCR probe fluorescence, biochemical; inhibition, % at 9.4 µM; 0.37% of 360,000 active; AID 651800; in the data active means inhibition above about 19%;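 further: recombinant mutant TCR 2C K166C tagged with TAMRA read by polarization; 0% = receptor in buffer alone and 100% = receptor with positive control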
LEDGF integ inh: blocks HIV-1 LEDGF/p75-dependent DNA integration | 0.64% of 370,000 active | TR-FRET IN-LEDGF/p75 DNA integration, Eu/Cy5 | inhibition, % at 3.7 µM;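 active means inhibition above the screen-wide mean plus 3 SD, cut at about 13% in these data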;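 further: signal is the Cy5 over europium emission ratio at 671 and 618 nm; 0% = plate median of compound wells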
PRMT1 FP inh: blocks human protein arginine methyltransferase 1; Q99873; recombinant PRMT1, activity-based probe fluorescence polarization; inhibition, % at 2.79 µM; 1.3% of 370,000 active;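 active means inhibition above about 21% made by adding two undisclosed values, limit read from the data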
ABHD4 inh: inhibits mouse alpha/beta hydrolase domain 4; 0.54% of 370,000 active; inhibition, % at 8.92 µM; purified mABHD4, FP-Rh probe fluorescence polarization;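 active means inhibition exceeding the mean over every tested compound plus 3 SD, cut at about 30% in these data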;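 further: 0% = plate median of compound wells and 100% = S159A mutant with DMSO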
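Doses – 8.92 µM, single dose · Material – wild-type mouse ABHD4 protein · Replication – single well per compound (singlicate) · Measure – percent inhibition of probe binding, normalized to plate controls · Schedule – 45 min compound pre-incubation plus 60 min probe step, 25 °C · Detection – fluorescence polarization with parallel and perpendicular emission, 525/598 nm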
MBD2 DNA inh: blocks human MBD2 binding to methylated DNA. Q9UBB5. TR-FRET, MBD2 binding to methylated oligonucleotide. inhibition, % at 4.4 µM. 0.31% of 370,000 active; in the data active means inhibition above about 13%
HTRA1 inh: HTRA1 (human) protease inhibition; recombinant HTRA1, FP-rhodamine activity-based probe, fluorescence polarization; 0.5% of 340,000 active; Q92743; inhibition, % at 5.96 µM; in the data active means inhibition above about 36%;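 further: 0% = enzyme with DMSO and 100% = wells lacking enzyme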
Target sequence (Q92743 whole entry, looked up): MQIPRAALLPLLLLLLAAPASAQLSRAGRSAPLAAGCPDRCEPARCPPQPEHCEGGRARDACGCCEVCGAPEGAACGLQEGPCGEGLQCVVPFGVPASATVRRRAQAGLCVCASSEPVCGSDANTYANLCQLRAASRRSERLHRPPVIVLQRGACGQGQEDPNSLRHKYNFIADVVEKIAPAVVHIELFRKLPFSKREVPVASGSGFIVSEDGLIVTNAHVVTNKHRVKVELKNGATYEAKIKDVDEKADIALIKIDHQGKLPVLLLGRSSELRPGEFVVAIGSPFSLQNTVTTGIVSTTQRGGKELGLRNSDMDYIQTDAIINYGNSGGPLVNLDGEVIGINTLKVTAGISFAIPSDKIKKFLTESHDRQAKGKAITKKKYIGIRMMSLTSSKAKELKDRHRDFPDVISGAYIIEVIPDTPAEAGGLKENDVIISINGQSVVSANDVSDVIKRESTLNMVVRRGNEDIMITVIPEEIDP
TDP2 absorb: TDP2 (human) inhibition, absorbance primary screen; 0.34% of 370,000 active; O95551; recombinant TDP2, T5PNP hydrolysis, p-nitrophenol absorbance 415 nm; inhibition, % at 12.8 µM;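 active means inhibition above the mean of all tested compounds plus 3 SD, set per campaign, cut at about 25% in these data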;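 further: 0% = DMSO with enzyme and 100% = buffer with substrate but no TDP2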
Target sequence (O95551 whole entry, looked up): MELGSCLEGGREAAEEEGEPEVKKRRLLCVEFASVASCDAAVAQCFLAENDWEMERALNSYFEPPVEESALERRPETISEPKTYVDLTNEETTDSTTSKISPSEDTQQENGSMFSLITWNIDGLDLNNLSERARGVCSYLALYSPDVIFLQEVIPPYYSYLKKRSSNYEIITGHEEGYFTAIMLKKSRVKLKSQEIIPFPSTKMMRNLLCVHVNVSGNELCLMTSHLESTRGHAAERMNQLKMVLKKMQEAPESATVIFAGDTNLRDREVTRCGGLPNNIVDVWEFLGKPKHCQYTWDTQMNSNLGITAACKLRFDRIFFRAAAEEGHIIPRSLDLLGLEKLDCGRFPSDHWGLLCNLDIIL
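Evaluation: % inhibition relative to enzyme-containing and enzyme-free wells. Material: recombinant human TDP2. Benchmarks: enzyme-free and DMSO wells. Timing: enzyme reaction with compound for 2 h at 37 °C. Compound dosing: 12.8 µM only. Measured by: p-Nitrophenol epi absorbance. Reagent: T5PNP substrate at 5 mM, a TopII-DNA adduct mimic. Replication: single well per compound.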
* = called active by the depositor; . = not tested or not shown.

SMILES	rCAG binder	NPR2 activator	SIAE inh	TCR CD3 inh	LEDGF integ inh	PRMT1 FP inh	ABHD4 inh	MBD2 DNA inh	HTRA1 inh	TDP2 absorb
CCOC(=O)c1ccc(NC(=O)Cn2c(C)nc3c(sc(=S)n3CC)c2=O)cc1	3	2	1	-2	3	-2	-10	3	0	3
C[C@H](CO)N1C[C@H](C)[C@@H](CN(C)S(=O)(=O)c2ccccc2)Oc2c(NS(=O)(=O)c3cccs3)cccc2C1=O	15	3	6	1	-1	-4	2	4	1	4
Cc1ccc(S(=O)(=O)N2[C@@H](c3ccc(Br)cc3)C(C(=O)O)=CC[C@H]2c2cccs2)cc1	74*	-2	-3	-3	-1	0	1	-1	-11	0
[O-]C1=N/[N+](=C/c2ccccc2)CC1	4	-3	-5	3	0	6	-2	0	2	2
COc1cc(CNc2ccc3[nH]c(=O)[nH]c3c2)cc(Br)c1OCc1ccccc1F	8	-6	21*	-1	4	12	12	-4	-9	15
Cc1cccc(C)c1-n1nnnc1C1(C)CCC(=O)N1CCCN1CCOCC1 (centres undefined)	1	1	3	9	1	-1	0	-10	.	0
O=C(Nc1ccccc1)c1cc(C2COCCN2C(=O)CCCc2ccccc2)on1 (centres undefined)	1	-4	-1	-4	-4	4	-2	-2	.	-4
Cc1nn(-c2ccccc2)c(C)c1C(=O)OCC(=O)NC(=O)NC1CCCCC1	-5	7	7	4	3	-3	0	-3	21	-2
CN(c1ccc(C(=O)Nc2ccccn2)cc1)S(=O)(=O)c1ccccc1	-4	-3	-6	4	5	0	2	2	-2	9
Cc1ccc2oc(=O)c3cnn(CC(=O)N4CCCc5ccccc54)c3c2c1	1	-3	-4	5	-1	-1	3	-4	8	9
CC(C)n1c(O)c(N=NC(=O)C2COc3ccccc3O2)c2ccccc21 (centres undefined)	-2	-3	-14	-3	2	4	-6	9	-2	-5
NC(=O)NC(=O)C(Nc1ccc(N2CCCCC2)cc1)c1ccccc1 (centres undefined)	11	-10	15	-2	8	0	40*	-8	52*	16
CCOC(=O)C(C)Sc1nnc(Cc2cc(=O)[nH]c(=O)[nH]2)n1-c1ccc(OCC)cc1 (centres undefined)	1	2	1	1	4	1	4	-3	0	4
CC(C)C(c1nnnn1Cc1ccc2c(c1)OCO2)N1CCN(C)CC1 (centres undefined)	-3	-3	8	3	2	-4	2	-7	7	-1
N#CC1=C(N)Oc2n[nH]c(-c3cccs3)c2C1c1ccoc1 (centres undefined)	7	-5	9	2	5	4	12	-2	10	7
CC#CCOC(=O)c1c(C)nc2sc3c(c2c1N)CCC(O)C3 (centres undefined)	5	-2	-14	0	0	-3	-15	3	3	-19
O=c1[nH]c(C(F)(F)F)nc2c1nc1n2CCC1	0	2	0	1	3	-9	2	5	13	3
Cc1nc([N+](=O)[O-])c(C(=O)OCc2cccc(Br)c2)n1C	-2	1	-1	-3	-3	0	5	-1	-6	-7
COC(=O)CCCC(=O)N(C)CC1CCCN(CCc2ccccc2C)C1 (centres undefined)	-5	7	-1	-9	2	-3	-7	-1	6	-21
COc1ccc(OC)c(-n2c(-c3ccc(O)cc3O)n[nH]c2=S)c1	9	0	11	13	3	1	6	3	0	-10
COc1ccc(C(=O)NCC(=O)N2CCCCC2)cc1OC	3	3	-6	-1	1	2	2	-2	-1	-4
CNC(=O)/C(C#N)=C/c1ccc(-c2nc3ccccc3s2)o1	-6	-3	-5	-7	3	-2	1	-8	.	0
CC(=O)Nc1cccc(-c2csc(NCc3ccco3)n2)c1	11	4	11	-1	1	7	15	8	1	8
NS(=O)(=O)c1ccc(CNC(=S)NCc2ccc(F)cc2)cc1	3	-1	-1	3	2	0	-2	-3	-1	23
COc1ccc(CP(=O)(c2ccccc2)c2ccccc2)cc1	-3	-6	4	3	2	-1	0	-3	3	18
SMILES	rCAG binder	NPR2 activator	SIAE inh	TCR CD3 inh	LEDGF integ inh	PRMT1 FP inh	ABHD4 inh	MBD2 DNA inh	HTRA1 inh	TDP2 absorb
CSc1cccc(CN2CCN(Cc3ccc(F)c(F)c3)C(CCO)C2)c1 (centres undefined)	-10	-1	8	4	-5	-1	-1	-3	-1	-6
COCCN(C(=O)CCC(=O)Nc1cc(C)on1)C(C(=O)NC(C)(C)C)c1ccccc1Cl (centres undefined)	-2	-2	1	2	1	2	9	0	-5	1
Brc1ccc(-c2ccc(/C=N/Nc3nncc(-c4ccccc4)n3)o2)cc1	6	0	0	8	-2	1	8	3	1	-6
Nn1c(SCC(=O)Nc2ccc3c(c2)OCO3)nnc1C1CCCCC1	2	-2	-1	8	0	0	5	-5	13	-2
Cc1nnc(SCCN2CCOCC2)c2nn(-c3ccccc3F)c(C)c12	-9	2	-2	-5	-1	-1	2	1	0	4
CS(=O)(=O)c1ccc2nc(NC(=O)CCC(=O)c3cccs3)sc2c1	20	-4	-15	-6	3	0	-6	1	-3	-13
CN1CCN(C(=O)c2cc3c(s2)-c2ccccc2S(=O)(=O)C3)CC1	3	-5	-5	1	7	-3	-8	-5	1	-5
CCc1noc(C)c1C(=O)OCC(=O)NC(=O)c1ccccc1OC	-5	7	8	0	-1	-4	5	-3	10	18
CCc1cc(C(=O)N2CCN(c3ccccn3)CC2)sc1C	-2	-1	2	4	-4	0	-1	-2	-1	-2
Fc1ccccc1N1CCN(CC2CCCCC2)CC1	-5	0	0	-6	1	3	3	-2	-3	15
O=C(OCc1cccc(C(F)(F)F)c1)c1cc([N+](=O)[O-])ccc1N1CCOCC1	-3	5	-6	2	-3	-1	-1	5	-20	-12
Cc1cccc(N2CCN(C(=O)CCc3nc4ccccc4c(=O)[nH]3)CC2)c1C	2	-10	7	-3	5	5	-2	5	-7	-3
CCOc1ccc(C2c3cc(OC)c(OC)cc3CC(=O)N2c2ccccc2)cc1 (centres undefined)	0	5	0	-1	2	0	-3	-3	-6	0
O=C(O)Cc1sc(-c2ccc(C(=O)O)cc2)nc1-c1ccccc1	-1	-4	-3	2	5	-3	4	-2	-3	12
COc1ccc(OC)c(/C=N\NC(=O)c2c(C)nc3cc(C)ccn23)c1	-2	1	-7	9	-4	-1	-3	2	2	-8
COCCN1C(=O)C(=O)/C(=C(/O)c2ccc(OC(C)C)cc2)C1c1cccnc1 (centres undefined)	0	0	-2	-9	0	4	2	3	-2	10
O=[N+]([O-])c1ccc(Cl)cc1CNc1ccc(F)c(F)c1	3	2	3	-1	1	-2	-7	2	-7	11
C/C(=C\C(=O)c1cccnc1)Nc1ccc(O)cc1	0	-1	26*	89*	17*	20	72*	-5	64*	27*
Cc1cccc(Cn2nc(C(C)(C)C)cc2C(=O)N2CCOCC2)c1	-11	0	1	-3	-3	0	2	2	5	-4
NCCC(=O)N1c2ccccc2Sc2ccccc21	9	-22	2	-6	5	-2	-10	1	9	1
Cc1cccc(C)c1NC1=NC(C)(C)N=C(N)N1	2	5	2	0	2	-4	-4	3	4	7
CCOC(=O)CSc1cc(CS(=O)c2ccc(Cl)cc2)nc(-c2ccccc2)n1 (centres undefined)	-1	-4	0	3	1	0	-9	2	-17	-4
CCCCNC(=O)OC(C)CNC(=O)OC (centres undefined)	2	0	13	-6	-1	-8	2	-1	7	3
CC(C)NC(=O)Nc1cccc2c1O[C@H](CN(C)S(=O)(=O)c1cccs1)[C@@H](C)CN([C@H](C)CO)C2=O	0	2	0	5	-4	-3	-1	-6	-2	6
O=C(CNC(=S)N(CCCN1CCOCC1)Cc1cccs1)N1CCOCC1	-4	1	7	5	-3	-1	-6	0	-1	6

Four of the compounds above, with two lines to a compound.
Order of results – rCAG binder, NPR2 activator, SIAE inh, TCR CD3 inh, LEDGF integ inh, PRMT1 FP inh, ABHD4 inh, MBD2 DNA inh, HTRA1 inh, TDP2 absorb
Cc1cccc(C)c1NC1=NC(C)(C)N=C(N)N1
  2, 5, 2, 0, 2, -4, -4, 3, 4, 7
CC(C)C(c1nnnn1Cc1ccc2c(c1)OCO2)N1CCN(C)CC1 (centres undefined)
  -3, -3, 8, 3, 2, -4, 2, -7, 7, -1
CSc1cccc(CN2CCN(Cc3ccc(F)c(F)c3)C(CCO)C2)c1 (centres undefined)
  -10, -1, 8, 4, -5, -1, -1, -3, -1, -6
Fc1ccccc1N1CCN(CC2CCCCC2)CC1
  -5, 0, 0, -6, 1, 3, 3, -2, -3, 15

Remaining list, next part.
SMILES	rCAG binder	NPR2 activator	SIAE inh	TCR CD3 inh	LEDGF integ inh	PRMT1 FP inh	ABHD4 inh	MBD2 DNA inh	HTRA1 inh	TDP2 absorb
c1csc(-c2nnc(N3CCCCCC3)c3ccccc23)c1	-4	-4	-7	0	2	-1	-14	8	-3	1
O=C(CNC(=O)[C@@H]1Cc2ccccc2CN1)Nc1ccc2c(c1)OCCO2	-1	2	2	14	-6	0	1	-7	5	-2
C=CCNc1nc(NC(C)(C)CO)nc(OC)n1	-2	6	-1	2	1	-1	-6	-2	2	0
O=C(O)c1c2c(nc3ccc(S(=O)(=O)N4CCC(C(=O)NCc5ccccc5)CC4)cc13)CCCC2	16	2	6	2	1	0	9	-1	-3	-3
Cc1ccc2c(c1)C1CS(=O)(=O)N(Cc3ccc(F)cc3)CN1C2 (centres undefined)	5	-1	-5	.	1	2	-5	2	.	2
C=CCN1CN(Cc2ccco2)CNC1=S	-7	3	0	1	-2	-1	-5	1	7	-5
Cc1cccnc1NC(=O)c1ccc(S(=O)(=O)N2CCCCC2)cc1	0	2	-6	-4	4	0	-5	-2	-7	-15
O=C(NCc1cccs1)c1ccc(Cl)s1	-1	-3	2	1	-2	0	-3	1	2	1
CCC(C(=O)NCCc1c[nH]c2ccc(C)cc12)c1ccccc1 (centres undefined)	-1	-3	8	12	1	1	0	1	-11	1
Cc1ccc(C(=O)OCc2nc3ccsc3c(=O)[nH]2)o1	-3	0	4	1	-3	1	3	0	-1	9
COc1cccc(C(=O)n2c(SC)nc3cc4c(cc32)OCCO4)c1	1	-4	11	-1	2	-2	1	-3	10	-4
CCN(C(=O)COC(=O)c1oc2ccc(OC)cc2c1C)C1CCCCC1	-4	-1	-4	-11	-1	7	-21	5	-16	-8
O=C(C1c2ccccc2C(=O)N2CCc3ccccc3C12)N1CCN(Cc2ccccc2)CC1 (centres undefined)	-3	-2	-2	-1	-2	2	-3	6	-1	-4
C[C@H]1CN([C@@H](C)CO)C(=O)CCCn2cc(nn2)CO[C@@H]1CN(C)C(=O)C1CC1	3	-6	1	5	1	-4	1	-1	.	3
COc1cccc(OC)c1C(=O)NC(=S)Nc1ccc2c(c1)OCCO2	2	-7	-8	-1	3	-1	-6	-4	-8	-1
COc1ccccc1N1CCN(C(=O)CN(Cc2ccccc2)S(C)(=O)=O)CC1	-6	-2	6	-3	-2	2	6	7	6	-1
N#CCCCSc1nnc(-c2ccc(Cl)cc2)n1-c1ccccc1	-7	-6	5	9	-2	3	-6	1	-8	-2
O=C(NC(=S)NCc1nc2ccccc2[nH]1)c1ccccc1F	-2	8	-11	6	5	-5	4	1	-5	2
C=CCN=C(CC)C1=C(O)CCCC1=O	6	6	-2	-3	0	6	-7	4	2	-4
CCOC(=O)c1ccc(S(=O)(=O)N2CCN(CCc3ccncc3)CC2)cc1	-1	2	-3	2	0	0	1	2	3	-10

A portion of the library. The share of hits here may be higher or lower than overall.
